UDG counter: counter-screen for AID inhibitors: uracil-DNA glycosylase inhibition. FRET deamination/UDG coupled assay, UDG read, 4 h. hit rate 0.14% among 91,000. Potency, µM (highest dose often 115 µM), for the others: at the highest dose activity change, negative = inhibition, usual class: inhibitors; note: nearly all actives have a fitted effect of over 65% in size
AID inhibitor: blocks human AID cytidine deaminase activity. Q9GZX7. AID deamination FRET fluorescence, UDG-coupled, 4 h. Potency, µM (top dose mostly 115 µM), for inactives: top-dose activity change, negative = inhibition, hits mostly inhibitors. hit rate 0.32% among 91,000; note: nearly all actives have a fitted effect of over 25% in size
Target sequence (Q9GZX7 whole entry, looked up): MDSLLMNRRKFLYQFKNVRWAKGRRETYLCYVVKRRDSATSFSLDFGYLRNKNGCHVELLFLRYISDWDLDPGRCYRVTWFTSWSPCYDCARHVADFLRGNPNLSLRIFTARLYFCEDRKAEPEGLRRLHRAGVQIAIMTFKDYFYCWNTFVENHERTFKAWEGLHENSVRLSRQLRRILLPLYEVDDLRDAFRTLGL
Numbers without * were called inactive; ? = inconclusive; & = joins results of further samples; [ ] = dose if it differs, or a comment. Calls come from the whole dose curve; as a rule, active = well fitted curve in the direction sought with a large enough effect; inconclusive = small, poorly fitted or top-dose-only effect, or another doubt; inactive = no such curve, though single readings can be large; an effect the other way counts as inactive or inconclusive. % is set by controls: 0 for no effect and ±100 for the full control effect; potency is the fitted concentration of half-maximal effect. Some of the compounds tested; rates above refer to the full screens.

SMILES | UDG counter | AID inhibitor
CCOC(=O)c1ccc(NC(=O)CSc2nc(C)c(Cc3ccccc3)c(=O)[nH]2)cc1 | -3% | 1%
CC(C)c1ccc(-n2nnnc2C2(Nc3ccccc3)CCCCC2)cc1 | 0% | -7%
COc1ccccc1-c1cc2nc(C)c(CCC(=O)NCCc3cccc(C)c3)c(C)n2n1 | -2% | -1%
COC(=O)c1cc(S(=O)(=O)NCC2CCN(Cc3ccccc3F)CC2)c[nH]1 | 4% | 2%
CC(C)Cn1cnc2c1c(O)nc(=O)n2Cc1ccccc1 | -1% | -14%
CCC(Sc1nnc(-c2ccc(F)cc2)c(-c2ccc(F)cc2)n1)C(=O)NC1CCCC1 (centres undefined) | -2% | 4%
NC(=S)NCc1ccccc1Cl | -1% | 1%
CCOc1ccc(NC(=O)c2cc(C)nc3c2c(C)nn3-c2ccc(C)cc2)cc1 | 12% | 11%
CC1CCC(NC(=O)/C=C/c2cccc(C#N)c2)CC1 (centres undefined) | 0% | -1%
CCN(CC)CCNC(=O)Cc1c(C)[nH]c2ccc(F)cc12 | -2% | -7%
Cc1ccc(C)c(CNC(=O)CCn2cccn2)c1 | 11% | 0%
CCOC(=O)N1CCc2c(sc3c2C(=O)NC(c2ccc(C(=O)OC)cc2)N3)C1 (centres undefined) | -3% | 109%[activator]
O=S(=O)(c1ccc2nc(N3CCN(c4ccc(F)cc4)CC3)ccc2c1)N1CCOCC1 | -2% | -2%
NNc1ccc(S(=O)(=O)O)cc1 | -4% | -6%
N#C/C(=C/c1ccccc1)C(=O)OCC1CCCO1 (centres undefined) | 0% | -4%
Cn1c(=O)c2c(nc(Cl)n2Cc2c(Cl)cccc2Cl)n(C)c1=O | 11% | 3%
CC(=O)NCCNC(=S)Nc1ccc(F)cc1 | 0% | 3%
Cc1cccc(NC(=O)C2CCCN(S(=O)(=O)c3ccc4c(c3)oc(=O)n4C)C2)c1 (centres undefined) | -3% | 9%
Cc1ccc(C(C)NC(=O)C2CCN(CC(C)C)CC2)s1 (centres undefined) | 4% | 5%
Cc1cc(Cl)ccc1OCC(=O)Nc1c(C(=O)c2ccccc2)oc2ccccc12 | -1%[57.5 µM] | 4%
O=c1c2ccccc2cnn1CN1CCN(S(=O)(=O)c2cccc(Cl)c2)CC1 | 7% | -1%
C#CCN1CCN(c2ccc(C#N)cc2F)CC1 | 1% | 2%
CC(C)Cn1cnc2c1c(=O)n(CC(=O)NCc1ccccc1)c(=O)n2CC(C)C | 4% | -5%
CCc1ccc(-c2cc(C(=O)OC)c3ccccc3n2)cc1 | 2% | -1%
O=C(c1ccc(Nc2nc3ccccc3n3nnnc23)cc1)N1CCN(c2ccc(F)cc2)CC1 | 3% | -7%
C=CCNCc1ccc(OCC)cc1 | 2% | 1%
COc1ccc(C2CCCN2C(=O)CSc2nnnn2C2CCCC2)cc1 (centres undefined) | -1% | 7%
COc1ccc(S(=O)(=O)c2cc3cc(OC)ccc3oc2=O)cc1 | -7%&20% | -5%&7%
N#Cc1ccccc1COC(=O)c1ccsc1 | -11% | -1%
O=C(CCc1ccsc1)N(Cc1ccccn1)C1CC1 | 4% | 5%
Nc1nc(N)c(S(=O)(=O)c2ccccc2)c(Nc2ccccc2)n1 | 1% | -25%
O=C(/C=C/c1ccc(O)cc1)c1cccs1 | -5% | -8%
COc1ccc(CNC(=O)C2CCC(CNS(=O)(=O)c3ccc4c(c3)CCCC(=O)N4)CC2)cc1 (centres undefined) | 4% | ?
CCOC(=O)C1=C(CS(=O)(=O)c2ccc(F)cc2)NC(=O)NC1c1ccc(OCC)c(OC)c1 (centres undefined) | 7% | -4%
O=C(C(c1ccccc1)c1ccccc1)N(Cc1ccco1)C1CC1 | -2% | -12%
O=C(Cn1c(=O)nc(-c2ccccc2)c2cc(Cl)ccc21)NCc1ccccc1 | 0% | 14%
CCCCc1ccc(NS(=O)(=O)c2ccc(N3CCCCS3(=O)=O)cc2)cc1 | -1% | -3%
CCN1CCN(Cc2ccc(CNC(=O)CC(F)(F)F)cc2)CC1 | -2% | -6%
Cc1nc(NCC(C)C)sc1C(=O)NCc1ccco1 | 3% | 3%
S=C(N/N=C1/CC2C=CCC12)NC1CCCCC1 (centres undefined) | -3% | -1%

The last 4 entries of the section before are carried over, then new ones follow.
SMILES | UDG counter | AID inhibitor
CCCCc1ccc(NS(=O)(=O)c2ccc(N3CCCCS3(=O)=O)cc2)cc1 | -1% | -3%
CCN1CCN(Cc2ccc(CNC(=O)CC(F)(F)F)cc2)CC1 | -2% | -6%
Cc1nc(NCC(C)C)sc1C(=O)NCc1ccco1 | 3% | 3%
S=C(N/N=C1/CC2C=CCC12)NC1CCCCC1 (centres undefined) | -3% | -1%
COc1ccccc1CNC(=O)C1CCN(C2=NS(=O)(=O)C(c3ccc(C)c(C)c3)=C2C)CC1 | -1% | 19%
O=C(/C=C/c1cc(Br)ccc1F)OC1CCCCC1=O (centres undefined) | 1% | -8%
COc1ccc2c(c1)c1c(c(=O)n(-c3ccc(C)cc3)c(=O)n1CC(=O)NCc1ccc(C)cc1)n2C | 7% | 19%
O=C(NC1CCCCCC1)C1CCN(C(=O)N2CCOc3ccc(Cl)cc32)CC1 | -3% | 9%
N#Cc1cccc(NC(=O)c2ccccc2Oc2ccccc2)c1 | -1% | -9%
COCCCNC(=O)c1ccc(-c2nc(CS(=O)(=O)c3ccc(C)cc3)c(C)o2)cc1 | 2%&24% | -4%&19%
CCn1cc(C(=O)O)c(=O)c2ccc(C)nc21 | 5% | 0%
Cc1ccc(S(=O)(=O)Oc2ccc3c(C(F)(F)F)cc(=O)oc3c2)cc1 | 10% | 1%
COc1ccc(CNC(=O)CCS(=O)(=O)c2ccc3c(c2)CC(C)N3C(=O)C2CC2)cc1 (centres undefined) | 4%[57.5 µM] | 12%
COc1c(Cl)cc(/C=C(/C#N)c2cccc(F)c2)cc1Cl | 1% | 3%
COc1cc(C#N)ccc1OCc1ccc(Cl)cc1Cl | -3% | -12%
O=C(Nc1nnc(C2CC2)s1)C1CC(c2cccc(F)c2)=NO1 (centres undefined) | 9% | 10%
NC(=S)N/N=C/c1cccc([N+](=O)[O-])c1 | 4% | -3%
CCCCS(=O)(=O)CC(O)CSc1nc(-c2ccc(C)cc2)cc(-c2ccccc2)c1C#N (centres undefined) | ? | -26%
O=C(O)c1cccc(OCC2CCCO2)c1 (centres undefined) | -5% | -2%
Cc1ccc(Cl)cc1NC(=O)c1sc2nc(-c3ccccc3)cn2c1C | -5% | 4%
Cc1ccc(NC(=O)Nc2csc3c2CCCC3)c(C)c1 | -7% | -9%
CCC(=O)N1CCc2cc(S(=O)(=O)NC(C(=O)NCCc3cccc(C)c3)C(C)C)ccc21 (centres undefined) | 7% | -5%
COc1ccc(Cn2ccnc2SCC(=O)NC2CCCC2)cc1 | 4% | 5%
COc1ccc(NC(=O)c2ccco2)cc1NC(=O)COc1ccccc1 | 4% | 14%

Next part, overlapping the part above by 2 compounds.
SMILES | UDG counter | AID inhibitor
COc1ccc(Cn2ccnc2SCC(=O)NC2CCCC2)cc1 | 4% | 5%
COc1ccc(NC(=O)c2ccco2)cc1NC(=O)COc1ccccc1 | 4% | 14%
CC(NC(=O)c1ccc2c(c1)NC(=O)CS2)C1CC1 (centres undefined) | -5% | -3%
COCCCNC(=O)C1CCN(C(=O)c2ccc(-n3ccc4ccccc43)s2)CC1 | 0% | -22%
Cn1c(=O)n(C)c2cc(NS(=O)(=O)c3ccc(Br)cc3)c(NCc3ccccc3)cc21 | ? | 10%
Fc1ccc(-c2nc(COc3ccccc3Br)co2)cc1 | -13% | -18%
CON(C)C(=O)c1ccc2noc(-c3ccccc3)c2c1 | 0% | -1%
CC(C)OCCCNC(=O)C(=O)Nc1c2c(nn1-c1ccccc1)CS(=O)(=O)C2 | 2% | 14%
Cc1ccc(C)c(C(=O)Nc2ccc(-c3nccs3)cc2)c1 | 4% | 4%
C1CCC(CC2CCCN2)CC1 (centres undefined) | 2% | 6%
CCOC(=O)CSc1nc(-c2ccc(Cl)cc2)cc(C(F)(F)F)c1C#N | 2% | 44%
Cn1ccc2cc(S(=O)(=O)N3CCCN(C(=O)Nc4ccc(Br)cc4)CC3)ccc21 | -16% | -1%
Cc1noc(NS(=O)(=O)c2ccc(NC(=O)COc3ccccc3Br)cc2)c1C | 5% | -14%
Cc1cccc(N(C)C(=O)CS(=O)(=O)c2cccc3nsnc23)c1 | -7% | ?
CCOC(=O)Cn1c(=O)n(CC2CCCO2)c2nc(-c3ccc(OCC)cc3)nc(C(N)=O)c21 (centres undefined) | 3% | -1%
CC(=O)N1CCCc2cc(S(=O)(=O)N3CCC(N(C)C(C)C)CC3)ccc21 | 26% | ?
Cc1ccc(CNC(=O)c2cc3sc(Cl)cc3n2C)cc1 | 0% | 9%
CCOc1ccc(NC(=O)CN(C)S(=O)(=O)c2cnc[nH]2)cc1 | 0% | -8%
CC1=C(C(=O)Nc2cccc(C(F)(F)F)c2)C2(CCN(C(C)C)CC2)OC1=O | 2% | -1%
Cn1c(C(=O)Nc2cccc3cccnc23)c(Cl)c2ccccc21 | -4% | 17%
COc1ccc(NC(=O)Cn2cnc3ccc(S(=O)(=O)N4CCC(C)CC4)cc3c2=O)cc1Cl | 1% | 2%
Cc1c(C(=O)NC(C)c2ccccc2)sc2ncnc(N(C)C3CCCCC3)c12 (centres undefined) | -17% | ?

3 compounds out of the list above, arranged by their value in AID inhibitor, smallest number first.
compound | AID inhibitor
Fc1ccc(-c2nc(COc3ccccc3Br)co2)cc1 | -18%
Cc1noc(NS(=O)(=O)c2ccc(NC(=O)COc3ccccc3Br)cc2)c1C | -14%
CC1=C(C(=O)Nc2cccc(C(F)(F)F)c2)C2(CCN(C(C)C)CC2)OC1=O | -1%

Rewritten with values under each structure: seven of the compounds above.
Every second line gives: UDG counter, AID inhibitor
- COc1ccc(NC(=O)Cn2cnc3ccc(S(=O)(=O)N4CCC(C)CC4)cc3c2=O)cc1Cl
  1%, 2%
- CCOC(=O)CSc1nc(-c2ccc(Cl)cc2)cc(C(F)(F)F)c1C#N
  2%, 44%
- Cc1noc(NS(=O)(=O)c2ccc(NC(=O)COc3ccccc3Br)cc2)c1C
  5%, -14%
- Cn1ccc2cc(S(=O)(=O)N3CCCN(C(=O)Nc4ccc(Br)cc4)CC3)ccc21
  -16%, -1%
- CCOc1ccc(NC(=O)CN(C)S(=O)(=O)c2cnc[nH]2)cc1
  0%, -8%
- Cn1c(C(=O)Nc2cccc3cccnc23)c(Cl)c2ccccc21
  -4%, 17%
- CON(C)C(=O)c1ccc2noc(-c3ccccc3)c2c1
  0%, -1%

Continued.
SMILES | UDG counter | AID inhibitor
CCOc1ccc(CNC(=O)Cn2c(=O)c3cccn3c3ccccc32)cc1 | 1%[57.5 µM] | 1%
O=C(NCc1ccc(F)cc1)c1ccc2oc(=O)n(Cc3ccccc3)c2c1 | 6% | 16%
COc1ccc(OC(=O)c2ccc(C)c(I)c2)cc1 | -1% | -7%
O=C(Nc1ccccc1O)c1ccc[n+]([O-])c1 | -3% | 9%
CCOCCCNc1oc(-c2ccc(S(=O)(=O)N3CCOCC3)cc2)nc1C#N | -9% | 1%
COc1cccc(N2CC(NC(=O)c3ccc(S(=O)(=O)N4CCCCC4)cc3)CC2=O)c1 (centres undefined) | -2% | -1%
COCCn1c(SCC(=O)c2c[nH]c3ccccc23)nc2cc(C(=O)NC(C)C)ccc2c1=O | 15% | 14%
CCN(C(=O)CSc1nc2ccccc2n1CC(=O)N(C)C1CCCCC1)c1ccccc1 | ? | 12%
COc1ccc(CNC(=O)c2cc3c(-c4ccc(Cl)cc4)nn(C)c3s2)cc1 | -7%[57.5 µM] | -16%
COC(=O)c1ccc(C(=O)OC)c(NC(=O)CN(c2ccccc2)S(=O)(=O)N(C)C)c1 | 4% | 9%
CCOC(=O)C1CCN(C(c2ccccc2OC)c2c(O)cc(C)n(CCOC)c2=O)CC1 (centres undefined) | 37%[activator] | 8%
O=C(NCc1cccc(F)c1)C1CCN(c2nn3cc(-c4ccc(F)cc4)nc3s2)CC1 | 7% | 3%
COc1cccc(NS(=O)(=O)c2ccc3[nH]c4c(c3c2)CCCCCC4)c1 | 2% | 8%
Cc1nc(CN2CCN(S(=O)(=O)c3ccc(F)c(F)c3)CC2)cs1 | 9% | 0%
Cc1ccccc1CS(=O)Cc1cccc(F)c1 (centres undefined) | 5% | 0%
CC1CCN(C(=O)c2ccc(N(C)S(C)(=O)=O)cc2)CC1 | -7% | -2%
Cc1ccc(C)c(CN2C(=O)C(=O)c3ccccc32)c1 | -5% | 1%
CCOc1ccccc1Nc1sc(C(=O)c2ccccc2)c(N)c1S(=O)(=O)c1ccc(C)cc1 | ? | ?
N#Cc1ccccc1CN1CCN(c2oc(C3CC3)nc2C#N)CC1 | 7% | 0%
Cc1ccc(-c2nc3ccccc3s2)cc1S(=O)(=O)N1CCCC1 | ? | -22%
COc1cccc(NC(=O)c2nnn(Cc3nc(-c4ccc(OC(C)C)cc4)oc3C)c2N)c1 | -12% | -19%
COC(=O)c1ccc(Cn2c(SCC(=O)N(C)c3ccccc3)nc3ccccc32)cc1 | -21% | ?
COc1cc(C2C(C#N)=C(SCc3ccccc3)NC3=C2C(=O)CCC3)cc(OC)c1OC (centres undefined) | 0% | 4%
N#Cc1cccc(C(=O)NC(c2cccs2)C2CCCC2)c1 (centres undefined) | -2% | -6%

Bioassay records deposited in PubChem by National Center for Advancing Translational Sciences (NCATS).
